# Screens (PubChem)
# RGS4-Gao reg – human RGS4-Galphao interaction regulation; binding response (% of control), % at 10 µM; 220,000 tested, 0.33% active; Multiplexed bead flow cytometry, RGS4-Galphao binding; actives lie on both sides; P09471; in the data active means binding response below about 49% or above about 150%; inactive means in between;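 further: fluorescent Galphao activated with aluminum fluoride binding bead-coupled RGS4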
# Target sequence (P09471 whole entry, looked up): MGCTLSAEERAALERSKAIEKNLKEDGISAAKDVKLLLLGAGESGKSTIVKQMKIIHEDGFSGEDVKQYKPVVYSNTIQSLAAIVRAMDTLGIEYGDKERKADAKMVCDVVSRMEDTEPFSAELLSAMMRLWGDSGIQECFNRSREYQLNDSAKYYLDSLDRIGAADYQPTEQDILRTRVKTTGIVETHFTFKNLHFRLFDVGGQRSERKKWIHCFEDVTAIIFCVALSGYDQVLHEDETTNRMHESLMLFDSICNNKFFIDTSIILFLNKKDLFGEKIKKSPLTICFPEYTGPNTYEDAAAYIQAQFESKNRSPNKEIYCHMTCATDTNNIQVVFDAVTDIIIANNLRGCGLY
# RGS8-Gao – regulators of human RGS8-Galphao interaction | AID 1423 | multiplexed bead flow cytometry, RGS8-Galphao binding; actives lie on both sides | response (percent of control binding), % at 10 µM | 220,000 tested, 0.34% active | P09471; in the data active means response below about 60% or above about 140%; inactive means in between;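 further: Galphao activated as the GDP aluminium fluoride complex binding bead-coupled RGS8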
# RGS7-Gao reg – modulates binding of RGS7 to human Galphao; P09471; Multiplexed bead flow cytometry; actives lie on both sides; binding response (% of control), % at 10 µM; 220,000 tested, 0.35% active; AID 1439; in the data active means binding response below about 49% or above about 150%; inconclusive means no clear call, values can overlap the other calls; inactive means in between;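 further: fluorescent Galphao held in activated GDP-AlF4 state binding bead-coupled RGS7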
# Active calls of the source: *; u = inconclusive; x = no result given.
RGS4-Gao reg | RGS8-Gao | RGS7-Gao reg | SMILES
95 | 95 | u | CC(/C=N/NC(=O)c1ccccn1)=C\c1ccco1
98 | 100 | u | CCOc1ccc(N2CC(C(=O)N/N=C/c3sccc3C)CC2=O)cc1 (stereo unspecified)
101 | 102 | u | O=C(Nc1ccccc1-c1ccccc1)C(=O)Nc1ccccc1-c1ccccc1
123 | 111 | u | S=C1NCN(Cc2cccnc2)CN1c1cccc(Cl)c1
104 | 103 | u | Cn1nccc1NC(=O)CSCC(=O)O
78 | 87 | u | COc1cccc(F)c1C(=O)NC(=O)Nc1ccc2nc(C)oc2c1
126 | 119 | u | Cc1cccc(C)c1NC(=S)N/N=C/c1ccccc1C(=O)O
98 | 98 | u | CCN(CC)S(=O)(=O)c1ccc(N2CCOCC2)c(NC(=O)COc2ccc(C#N)cc2)c1
100 | 90 | u | CCS(=O)(=O)c1cc([N+](=O)[O-])c(Sc2ccccc2N)s1
96 | 100 | u | Cc1[nH]c2ccccc2c1/C=N/NC(=O)c1cc(-c2ccccc2)n[nH]1
93 | 95 | u | CCN(CC)C(=O)c1ccc(-c2nnc(OC)c3ccccc23)cc1
98 | 98 | u | Cc1cc(C)nc(N/N=C/c2cn[nH]c2-c2ccc(F)cc2)n1
98 | 97 | u | O=C(CNc1n[nH]c(=O)[nH]c1=O)N/N=C/C1CC=CCC1 (stereo unspecified)
101 | 102 | u | CCN(CC)c1cc(C)c(C#N)c2nc3ccccc3n12
103 | 103 | u | COc1ccc(CNC(=O)CCC(=O)Nc2nnc(CC(C)C)s2)cc1
98 | 99 | u | CC(CCc1ccccc1)N(C)CC(O)c1cccc([N+](=O)[O-])c1 (stereo unspecified)
100 | 98 | u | S=C(Nc1ccccc1)Nc1ccccc1-n1cccc1
97 | 98 | u | CC(NC(=O)c1cc(Br)ccc1Cl)c1ccccc1 (stereo unspecified)
103 | 101 | u | N#C/C(=N\Nc1ccc(Cl)cc1)C(=O)c1ccsc1
100 | 102 | u | COc1cc2c(cc1Cl)C(=O)C(F)(c1ccccc1)C(=O)N2 (stereo unspecified)
98 | 99 | u | COc1ccc([C@H]2C=C(C(=O)O)O[C@@H](OCCCCO)C2)cc1
100 | 101 | u | COc1ccc(-c2nc3n(c2C)Cc2ccccc2-3)cc1
99 | 100 | u | CN(C)NC(=S)NC1CCS(=O)(=O)C1 (stereo unspecified)
102 | 103 | u | N#C/C(=C\c1ccc([N+](=O)[O-])cc1)C(=O)NCCCn1ccnc1
109 | 103 | u | Fc1cnc(N/N=C/c2ccc(-c3ccc(Br)cc3)o2)nc1N1CCOCC1
105 | 103 | u | CCN(c1ccccc1)S(=O)(=O)c1ccc(Cl)c(NC(=O)COC(=O)c2ccc[nH]c2=O)c1
98 | 101 | u | O=C(O)c1ccc(S(=O)(=O)c2ccc3c(c2)C(=O)N(NC(=O)c2ccncc2)C3=O)cc1
97 | 98 | u | Cc1ccc(S(=O)(=O)NCC(=O)OCC(=O)Nc2cccc(S(=O)(=O)NC3=NCCCCC3)c2)cc1C
99 | 101 | u | Cn1cnc([N+](=O)[O-])c1Sc1n[nH]c(N)n1
109 | 106 | u | COc1ccccc1NC(=O)Nc1ccc(CC#N)cc1
86 | 88 | u | Cc1ccc(C(=O)NNC2=NC(C)(C)Cc3ccccc32)cc1
102 | 101 | u | O=C(Nc1nc2ccsc2c(=O)s1)c1ccco1
104 | 104 | u | Cc1cccc(N2CN=C3SCC(=O)N3C2)c1
97 | 100 | u | Cc1ccc(-c2csc3ncnc(Nc4ccc(C(=O)O)cc4)c23)cc1
101 | 100 | u | C[C@H](Nc1ccc(C(F)(F)F)cc1[N+](=O)[O-])C(=O)O
97 | 98 | u | O=C(NNc1c(Cl)cccc1Cl)c1ccno1
92 | 94 | u | COc1cc(C2C(C#N)=C(SC)NC3=C2C(=O)CCC3)ccc1O (stereo unspecified)
104 | 100 | u | Fc1ccc(Nc2nnns2)cc1
104 | 100 | u | CC1CN(c2nc(Nc3ccccc3)nc(N)c2[N+](=O)[O-])CC(C)O1 (stereo unspecified)
98 | 100 | u | O=C(Oc1ccccc1N1CCOCC1)c1ccccc1
100 | 102 | u | COc1cccc(C(=O)NC2CC3CCCC(C2)N3S(=O)(=O)c2ccccc2)c1 (stereo unspecified)
106 | 103 | u | CCCCCc1cc(=O)oc2c(C(CCN3CCCC(C)C3)c3ccc4c(c3)OCO4)c(OC)cc(OC)c12 (stereo unspecified)
99 | 101 | u | Nc1nc(SCC(=O)Nc2ccc(Cl)c(S(=O)(=O)N3CCOCC3)c2)n[nH]1
96 | 101 | u | Cc1ccc2nc(SCC(=O)Nc3cccc(S(=O)(=O)NC4=NCCCCC4)c3)[nH]c2c1
103 | 101 | u | COc1ccc(S(=O)(=O)Nc2ccc3oc4ncccc4c(=O)c3c2)cc1OC
99 | 99 | u | N#CCCN(Cc1ccccc1)C(=S)Nc1ccc(F)cc1
107 | 103 | u | CC(=O)Nc1cc(C)c2nc(NC(C)=O)sc2c1
85 | 93 | u | NC(=O)C1CCN(CC(=O)Nc2ccccc2N2CCOCC2)CC1
103 | 102 | u | COC(=O)c1ccc(-c2ccc(OC)c([C@H]3[C@H]4C=CC[C@@H](C)[C@@H]4C(=O)N3Cc3ccccc3)c2)cc1
101 | 100 | u | O=S(=O)(O)c1cccc(N=Nc2c(O)ccc3ccccc23)c1
98 | 102 | u | C=CCN1C=C2C(=O)C(C)(OC(=O)C3CCCC3)C(=O)C(c3ccccc3)=C2C=C1CCCC(=O)OC (stereo unspecified)
99 | 102 | u | Cc1cccc(NC(=S)N/N=C/c2cccc(O)c2)c1C
89 | 95 | u | CC1CC(C)CN(S(=O)(=O)c2ccc3c(c2)n(C)c(=O)c(=O)n3C)C1 (stereo unspecified)
104 | 108 | u | C#Cc1ccc([C@@H]2C=C(C(=O)NC3CC3)O[C@H](OCCCCO)C2)cc1
94 | 97 | u | CN(NC1OC(=O)c2ccccc21)c1ncc(Cl)cc1C(F)(F)F (stereo unspecified)
99 | 101 | u | Cc1nonc1NC(=O)CSc1nc(C23CC4CC(CC(C4)C2)C3)nc2ccccc12
100 | 100 | u | Cc1ccccc1NC(=O)NCC1CCN(C(=O)OC(C)(C)C)CC1
99 | 101 | u | COc1ccc(-n2ncc(C(=O)N3CCN(c4ccc(F)cc4)CC3)c2C)cc1
99 | 101 | u | CCCCn1cc2c(c1-c1cccc(C)c1)c(=O)n(C)c(=O)n2C
98 | 99 | u | COc1ccccc1N1CCN(C(=O)c2cc(C(C)(C)C)oc2C)CC1

# Fetched by compound from the list above:
RGS4-Gao reg | RGS8-Gao | RGS7-Gao reg | SMILES
99 | 101 | u | COc1ccc(-n2ncc(C(=O)N3CCN(c4ccc(F)cc4)CC3)c2C)cc1
86 | 88 | u | Cc1ccc(C(=O)NNC2=NC(C)(C)Cc3ccccc32)cc1
104 | 104 | u | Cc1cccc(N2CN=C3SCC(=O)N3C2)c1
104 | 108 | u | C#Cc1ccc([C@@H]2C=C(C(=O)NC3CC3)O[C@H](OCCCCO)C2)cc1

# The listing continues:
RGS4-Gao reg | RGS8-Gao | RGS7-Gao reg | SMILES
103 | 96 | u | O=[N+]([O-])c1cnc(Sc2ccncn2)s1
84 | 88 | u | CC(=O)NNC(=O)c1nc(-c2ccccc2)c(C)o1
102 | 100 | u | Nc1ncnc(Nc2ccc(F)c(Cl)c2)n1
104 | 101 | u | O=S(=O)(CCN1CCSCC1)c1ccc(Cl)cc1
93 | 95 | u | O=C(Nc1cccc(Cl)c1)c1cc(F)cc2c1OCOC2
89 | 98 | u | CCCC(=O)Nc1c(-c2ccccc2)c(=O)c(C)nn1-c1ccccc1
91 | 98 | u | CCOC(=O)c1ccc(OC)c(OC)c1Cl
97 | 101 | u | CC1(C)C2CCC1(C)C(OCCNCCOC(=O)Nc1ccccc1)C2 (stereo unspecified)
92 | 99 | u | CC(=O)NNC(=O)CCn1c2c(c3ccccc31)CCCC2
105 | 105 | u | Cc1cccc(-n2ncc3c(N(C)C4CCCCC4)ncnc32)c1
102 | 99 | u | O=C1NC(=S)N/C1=C\c1cccnc1
100 | 101 | u | O=C(COC(=O)CCC(=O)c1ccc(F)cc1)Nc1cccc(S(=O)(=O)N2CCCC2)c1
104 | 102 | u | Cc1ccc(-c2ccc(/C=N/n3cnnc3)o2)cc1
98 | 102 | u | Cc1ccc(NC(=O)COC(=O)c2ccc3c(c2)OCO3)c(C)c1
97 | 95 | u | CCCCC(=O)N/C(N)=N/c1nc2ccccc2o1
86 | 94 | x | N/C(=N\OC(=O)c1cnn(-c2ccccc2)c1C(F)(F)F)c1cc(C(F)(F)F)cc(C(F)(F)F)c1
100 | 100 | u | CN1CCC(N(C)CC(C)(C)NS(=O)(=O)c2ccccc2)CC1
99 | 99 | u | CCn1c(SCC(=O)OC(C)C)nnc1-c1ccccc1
100 | 100 | u | O=C(Nc1ccccc1)N1CCN(C2c3ccccc3-c3ccccc32)CC1
103 | 107 | u | O=C(CCn1cnc2ccccc21)N/N=C/C=C/c1ccccc1
119 | 109 | u | Nn1c(C2CCCCC2)nc2ccccc2c1=O
103 | 101 | u | C/C(N)=C(/C#N)C(=O)COC(=O)CNS(=O)(=O)c1ccc2ccccc2c1
90 | 97 | u | CCOC(=O)N1CCC(NC(=O)C2CCN(C(=O)c3cc4sccc4n3CC)CC2)CC1
97 | 98 | u | CCc1oc(C(=O)OC)cc1CSC(=N)N
101 | 101 | u | O=c1c(OC2OC(CO)C(O)C(O)C2OC2OC(CO)C(O)C(O)C2OC2OC(CO)C(O)C(O)C2O)c(-c2ccc(O)c(O)c2)oc2cc(O)cc(O)c12 (stereo unspecified)
97 | 98 | u | NC(=O)NC1NC(=O)NC1=O (stereo unspecified)
86 | 98 | u | CCCc1cc(=O)n(-c2nc3ccccc3s2)[nH]1
107 | 99 | u | COc1ccc(N=CC=C2OC(C)(C)C(C)(C)O2)cc1OC
106 | 101 | u | O=C(NCC1CCN(S(=O)(=O)c2ccccc2)CC1)Nc1ccc(F)cc1F
102 | 100 | u | CC(OC(=O)Nc1cccc(Cl)c1)C(=O)O (stereo unspecified)
105 | 102 | u | CCCCNc1cc(Cl)nc(N)n1
95 | 98 | u | O=C(NCc1ccccc1)c1ccc(Cl)cc1
100 | 95 | u | COCCn1c(N)c(C(=S)NC(=O)c2cccs2)c(=O)[nH]c1=O
101 | 102 | u | NC(=O)NC(CC(=O)NCCc1ccc(S(N)(=O)=O)cc1)c1ccc(Cl)cc1 (stereo unspecified)
103 | 104 | u | CC(=O)/C(N=Nc1cc2c(c([N+](=O)[O-])c1C)C(C)(C)CC2(C)C)=C(\C)O
108 | 104 | u | CNC(=O)C(=O)N/N=C/c1cccnc1
96 | 101 | u | CC1=CC2=NC(=O)/C(=C/c3cccn3Cc3ccccc3)C(=N)N2O1
101 | 100 | u | Cc1onc(-c2c(F)cccc2Cl)c1C(=O)N=C(N)N1CC(C)OC(C)C1 (stereo unspecified)
96 | 100 | u | CCN(CC)CC(=O)Nc1scc2c1c(=O)oc1ccccc12
100 | 101 | u | CCOc1ccc(NC(=O)C2CCCN(C)C2)cc1 (stereo unspecified)
105 | 102 | u | Cc1nnc2n1CCCCC2
104 | 101 | u | O=[N+]([O-])c1ccc(OCCOCCOc2ccc([N+](=O)[O-])cc2)cc1
100 | 100 | u | CC(=O)Nc1sc(N/N=C/c2ccc(O)cc2)nc1-c1ccc(C)cc1
98 | 100 | u | CCOC(=O)c1c(C)n(C)c2ccc(OC)c(NC(=O)CCN3CCC(Cc4ccccc4)CC3)c12
98 | 100 | u | COc1ccc(/C=N/NC(=O)c2ccn[nH]2)cc1COc1ccc([N+](=O)[O-])c(C)c1
106 | 104 | u | COc1ccc(N=Nc2n(C)c3ccccc3[n+]2C)cc1
101 | 103 | u | Cc1ccc(F)cc1NC(=O)N1CCN(C2c3ccccc3-c3ccccc32)CC1
105 | 103 | u | O=C(NNc1ccc(F)cc1F)c1c(F)cccc1Cl
97 | 98 | u | O=C(/C=C/c1cccs1)N1CCC2(CC1)Oc1ccc(F)cc1C(=O)C21CC(c2ccccc2)=NO1 (stereo unspecified)
98 | 98 | u | CNc1cc(C)nc(N2CCOCC2)n1
98 | 100 | u | Cc1cccc(C)c1NC(=O)NNC(=O)c1cc(C(C)(C)C)nn1Cc1ccccc1
99 | 100 | u | Cc1ccc(S(=O)(=O)N(C)C)cc1NC(=O)COC(=O)c1ccc2c(c1)NC(=O)CS2
95 | 97 | u | COC(=O)c1sccc1NC(=O)C1CC1

# Another view of some results above.
# Results follow in this order: RGS4-Gao reg | RGS8-Gao | RGS7-Gao reg
> CCCCNc1cc(Cl)nc(N)n1
 : 105 | 102 | u
> CCN(CC)CC(=O)Nc1scc2c1c(=O)oc1ccccc12
 : 96 | 100 | u
> O=C(NNc1ccc(F)cc1F)c1c(F)cccc1Cl
 : 105 | 103 | u
> Cc1ccc(F)cc1NC(=O)N1CCN(C2c3ccccc3-c3ccccc32)CC1
 : 101 | 103 | u
> Cc1nnc2n1CCCCC2
 : 105 | 102 | u
> CCOc1ccc(NC(=O)C2CCCN(C)C2)cc1 (stereo unspecified)
 : 100 | 101 | u

# Some of the compounds tested; count on the stated rates, not on these rows.
